Compound activity: PubChem, National Center for Advancing Translational Sciences (NCATS)
FEN1 inh = inhibitors of human flap endonuclease 1. P39748. Recombinant FEN1 flap cleavage, fluorescence, 15 min. Potency, µM (highest dose often 114 µM), inactives show at the top dose activity change, negative = inhibition, hits mostly inhibitors. 390,000 tested, 0.35% active; also: nearly all actives have a fitted effect of over 65% in size
Target sequence (P39748 whole entry, looked up): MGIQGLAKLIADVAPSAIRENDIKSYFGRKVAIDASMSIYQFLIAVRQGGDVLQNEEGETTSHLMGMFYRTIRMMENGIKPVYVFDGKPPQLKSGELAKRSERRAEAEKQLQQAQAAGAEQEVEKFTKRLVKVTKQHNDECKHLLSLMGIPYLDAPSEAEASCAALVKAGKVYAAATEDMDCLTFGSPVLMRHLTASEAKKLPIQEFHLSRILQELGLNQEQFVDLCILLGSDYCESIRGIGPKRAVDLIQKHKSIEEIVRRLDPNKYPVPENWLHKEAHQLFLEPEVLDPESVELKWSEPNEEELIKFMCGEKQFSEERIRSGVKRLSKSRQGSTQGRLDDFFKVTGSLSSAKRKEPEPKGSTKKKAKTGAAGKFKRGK
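Concentration–response screening of FEN1 (10 nM): 15 min compound preincubation at room temperature, reaction started with 50 nM substrate and read at 0 and 15 min. Corrected, normalized data were fitted by a four-parameter Hill equation.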
TDP1 inh = blocks human tyrosyl-DNA phosphodiesterase 1; recombinant TDP1, AlphaScreen DNA substrate cleavage; Q9NUW8; Potency, µM (titrated, usually from 130 µM), for the others: at the top dose activity change, negative = inhibition, actives largely listed as inhibitors; 350,000 tested, 0.28% active; also: nearly all actives have a fitted effect of over 40% in size
Target sequence (Q9NUW8 whole entry, looked up): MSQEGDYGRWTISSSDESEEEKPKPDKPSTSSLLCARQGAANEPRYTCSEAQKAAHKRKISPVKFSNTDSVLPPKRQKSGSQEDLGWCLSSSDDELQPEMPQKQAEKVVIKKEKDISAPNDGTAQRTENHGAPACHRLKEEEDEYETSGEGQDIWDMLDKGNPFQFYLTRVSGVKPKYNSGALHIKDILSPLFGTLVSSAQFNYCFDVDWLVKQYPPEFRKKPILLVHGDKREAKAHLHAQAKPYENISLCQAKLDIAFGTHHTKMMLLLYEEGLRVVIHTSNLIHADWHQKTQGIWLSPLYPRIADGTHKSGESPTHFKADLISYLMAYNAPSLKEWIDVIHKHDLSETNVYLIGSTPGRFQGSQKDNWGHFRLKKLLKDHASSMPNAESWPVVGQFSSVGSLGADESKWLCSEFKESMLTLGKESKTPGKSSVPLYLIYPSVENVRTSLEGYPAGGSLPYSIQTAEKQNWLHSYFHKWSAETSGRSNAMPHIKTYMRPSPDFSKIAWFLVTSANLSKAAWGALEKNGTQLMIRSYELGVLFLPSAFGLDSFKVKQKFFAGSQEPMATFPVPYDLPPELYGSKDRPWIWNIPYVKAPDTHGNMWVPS
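E. coli-derived human Tdp1, 1 nM final. Cpd preinc 15 min RT; substrate 15 nM final, 5 min RT; AS bead mix 10 ug/ml final, 10 min RT. Signal loss = tyrosine-FITC cleavage. No-enzyme wells = max signal.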
N370S GC = N370S glucocerebrosidase modulation, Gaucher chaperone candidate; P04062; N370S GC spleen homogenate, 4MU-glucoside fluorescence; Potency, µM (top dose mostly 59.4 µM), for inactives: at the top dose activity change, negative = inhibition, hits mostly inhibitors; 330,000 tested, 0.092% active;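 also: 0% = full enzyme activity and -100% = no enzyme basal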
* = called active by the depositor; ? = inconclusive; . = not tested or not shown; & = joins results of further samples; [ ] = another dose, or the depositor's remark. Calls follow the shape of the dose curve; as a rule, active = well fitted curve in the direction sought with a large enough effect; inconclusive = small, poorly fitted or top-dose-only effect, or another doubt; inactive = no such curve, though single readings can be large; an effect the other way counts as inactive or inconclusive. Unless noted, % is scaled to controls: 0 for no effect and ±100 for the full control effect; potency is read from the fitted curve at half-maximal effect. This is a random part of the collection; 0.53% or so of the library scored in one or more.

Order of results: FEN1 inh | TDP1 inh | N370S GC
- Cc1ccc(NC(=O)C2CCC(C(C)(C)C)CC2)cc1S(=O)(=O)N1CCOCC1 (stereo unspecified)
  -9% | 2% | .
- CN(c1ccccc1)S(=O)(=O)c1nnc(NC(=O)c2ccco2)s1
  -5%&-2% | 4%&3% | -15%
- COc1cccc(NC(=O)C2CC(=O)N(Cc3ccco3)C2)c1 (stereo unspecified)
  22% | 1% | .
- COc1ccccc1N(CC(=O)Nc1ccc2c(c1)OCCO2)S(C)(=O)=O
  1% | 3% | 3%
- COc1ccc(-c2nc(-c3ccccc3)no2)c(OC)c1
  -6% | . | 9%
- COc1ccc(C(=O)Nc2ccc3oc(-c4ccc(F)cc4Cl)nc3c2)cc1
  -5% | 1% | .
- O=C(/C=C/c1ccc(OCCCF)cc1)NCc1cccc(Cl)c1
  -6% | 2% | -15%
- CN(C)S(=O)(=O)c1ccc(NC(=O)Cn2ccsc2=N)cc1
  -4% | 3% | 2%
- CS(=O)(=O)Nc1nnc(SCC(=O)N(c2ccccc2)c2ccccc2)s1
  -7% | 1% | -3%
- NC(=O)CSc1nnc(NC(=O)C2CC(=O)N(c3ccc(F)cc3)C2)s1 (stereo unspecified)
  -4% | 4% | -4%
- COc1ccccc1CN(C)C(=O)c1cccc(S(=O)(=O)N2CCN(Cc3ccccc3)CC2)c1
  -13% | 0% | -20%
- CN(C)C(CN=C1NS(=O)(=O)c2ccccc21)c1ccco1 (stereo unspecified)
  -5% | -7% | -9%
- Cc1ccc(C)c(CNC(=O)CCn2cccn2)c1
  -1% | 7% | .
- CN(c1ccccc1)S(=O)(=O)c1ccc2[nH]c(=O)[nH]c2c1
  -4% | . | -3%
- Cc1cc(Br)ccc1NC(=O)CNC(=O)c1ccc(-n2cncn2)c([N+](=O)[O-])c1
  0% | . | -6%
- Cc1cccc(OCC(=O)Nc2ccc(NC(=O)c3ccccc3)cc2)c1
  9% | 2% | 0%
- CC(C)(C)S(=O)(=O)Cc1nc(-c2ccc(Cl)c(Cl)c2)cs1
  -21% | -5% | 11%
- COc1cc(CC(=O)OCC(=O)c2ccc(F)cc2)cc(OC)c1OC
  11% | -1% | .
- COc1cccc(NC(=O)CCCn2c(=S)[nH]c3ccccc3c2=O)c1
  1% | 5% | 3%
- O=C1c2cccnc2C(=O)N1Cc1cccs1
  21% | 0% | 9%
- Cn1nnnc1SCCCNCc1cc(Br)ccc1OCc1ccccc1F
  -20% | 5% | .
- Cc1nc2cc3nc(C(F)(F)F)[nH]c3cc2[nH]1
  -6% | 8% | -9%
- O=C(Nc1ccc(Br)cc1)c1cc(-c2cccs2)on1
  1% | 1% | 7%
- CCC1OC(=O)CC(O)C(C)[C@@H](O[C@@H]2OC(C)[C@H](O[C@@H]3C[C@@](C)(O)C(O)C(C)O3)C(N(C)C)C2O)[C@H](CC=O)CC(C)C(=O)/C=C/C(C)=C/[C@@H]1COC1OC(C)C(O)C(OC)[C@@H]1OC (stereo partly specified)
  . | 8%[56.1 µM] | -6%
- CCOCCCNC(=O)CCc1ccc(-n2cnc3cccnc32)cc1
  4% | . | -7%
- CSc1nc(-c2ccc(N(C)C)cc2)c(C#N)c(=O)n1C
  -1% | . | -1%
- CCc1nc(N2CCCCC2C(=O)O)c2oc3ccccc3c2n1 (stereo unspecified)
  -4% | 0% | -12%
- COc1ccc(C(=O)N/N=C/c2ccc(OC(=O)c3cccs3)cc2)cc1
  8% | -1% | -8%
- CCc1nc(SCC(=O)NCCc2ccccc2)c2c(=O)n(C)c(=O)n(C)c2n1
  -4% | . | 9%
- CC(=O)c1ccc(NC(=O)c2sc3nc4n(c(=O)c3c2C)CCCCC4)cc1
  8% | 2% | -9%

3 of the compounds above, with each value named.
CCOCCCNC(=O)CCc1ccc(-n2cnc3cccnc32)cc1
  FEN1 inh: 4%
  TDP1 inh: .
  N370S GC: -7%

CSc1nc(-c2ccc(N(C)C)cc2)c(C#N)c(=O)n1C
  FEN1 inh: -1%
  TDP1 inh: .
  N370S GC: -1%

CCc1nc(N2CCCCC2C(=O)O)c2oc3ccccc3c2n1 (stereo unspecified)
  FEN1 inh: -4%
  TDP1 inh: 0%
  N370S GC: -12%

(further entries)
Order of results: FEN1 inh | TDP1 inh | N370S GC
- CCn1c(C)nc2cc(S(=O)(=O)N3CCCC3)ccc21
  -7% | 2% | 0%
- CCC1CCC/C1=N\NC(=O)c1cc(C)[nH]n1 (stereo unspecified)
  4% | 1% | .
- CC1=NN(C(=O)c2ccccc2)C(O)(c2ccc(Br)cc2)C1 (stereo unspecified)
  -10% | 3% | -6%
- Cc1ccc(-c2c3c(=O)n(C)c(=O)n(C)c3cn2CCCN2CCOCC2)cc1
  -2% | 9% | 4%
- CCOc1ccc(NC(=O)COc2ccccc2C(=O)NCc2ccccc2)cc1
  12% | 0% | .
- NC(=O)C1CCN(c2nc(-c3ccccc3)nc3ccccc23)CC1
  -8% | 4% | -4%
- CCOC(=O)c1sc(NC(=O)c2ccoc2C)c(C(N)=O)c1C
  7% | 2% | -1%
- CCOc1ccc(CN2CCC(n3nccc3NC(=O)CCCc3ccccc3)CC2)cc1
  18% | 2% | -12%
- COc1ccccc1-n1cc(CN2CCN(CC=C(C)C)C(CCO)C2)cn1 (stereo unspecified)
  15% | . | 0%
- OC(COc1ccccc1)CN1CCCC1 (stereo unspecified)
  -1% | -4% | -5%
- Cc1ccc(NC(=O)NC2CCN(CC(=O)Nc3nccs3)CC2)cc1
  2% | -2% | -11%
- CCC(=O)Nc1sc2c(c1C#N)CC(C)(CC)OC2 (stereo unspecified)
  -1% | -6% | 3%[12.8 µM]
- COc1cccc(NC(=O)CN(c2ccccc2OC)S(=O)(=O)c2cccs2)c1
  -4% | 0%[56.1 µM] | .
- O=c1c(C(c2ccccc2)c2c(O)sc3ccccc3c2=O)c(O)sc2ccccc12
  5% | 7% | ?
- CCn1c(C(=O)N2CCC(C(=O)N3CCN(c4cc(C)ccc4C)CC3)CC2)cc2sccc21
  -25% | 5% | .
- Cc1cc(C)c2oc(C(=O)Nc3sc4c(c3C(=O)NCc3ccco3)CCC4)cc(=O)c2c1
  1% | -6% | .
- COc1cccc(C(=O)Nc2ccc(NC(=O)C(C)C)nc2)c1
  12% | 7% | -9%
- CCOc1ccc(N(CC(=O)Nc2c(C)n(C)n(-c3ccccc3)c2=O)S(=O)(=O)c2ccccc2)cc1
  3% | 3% | 16%
- COCCC(=O)N(Cc1ccc2c(c1)OCO2)C(C(=O)NC1CCCCC1)c1ccncc1 (stereo unspecified)
  4% | 1% | -1%
- c1cc(-c2nnc3n2CCCCC3)ccn1
  -10% | -2% | -2%
- CCOC(=O)c1cccc(NC(=O)c2cnccn2)c1
  8% | 5% | -4%
- CC(=O)c1cccc(NC(=O)Nc2cccnc2)c1
  -9% | -6%[56.1 µM] | 5%
- CC12CCC=CC1C(c1ccc(F)c(/C=C/c3ccccc3)c1)N(Cc1ccccc1)C2=O (stereo unspecified)
  -11% | -4% | -4%
- CC(C)OC1(c2ccccc2)OC(=O)c2ccccc21 (stereo unspecified)
  8% | -2% | 8%
- COc1ccc(C(=O)NNC(=O)CCC(=O)NNC(=O)c2ccc(OC)cc2)cc1
  -2% | . | -2%
- Cc1ccn(CCC(=O)NC2CC(C)(C)Cc3c2cnn3-c2ccccc2C)n1 (stereo unspecified)
  3% | 4% | 1%
- COc1ccc(N2CCN(C(=O)CC(NC(N)=O)c3cccc(Oc4ccccc4)c3)CC2)cc1 (stereo unspecified)
  -11% | 10% | 4%
- CC(C)(C)Nc1scc(-c2ccccc2)[n+]1-c1ccccc1
  -13% | 5% | -11%
- N#Cc1cnc(Nc2ccc(F)cc2)nc1N
  3% | . | 3%
- CC(=O)Nc1ccc(NC(=O)Cc2ccc(S(=O)(=O)N3CCCCC3)cc2)cc1
  4% | . | 2%
- COc1ccc(N2CCN(C(=O)c3cc4c(C)nc5ccccc5c4o3)CC2)cc1
  -18% | 10% | -11%
- O=C(Cc1coc(-c2ccc(F)cc2)n1)NCc1ccccc1
  -5% | 4% | 4%
- Cc1ccc(S(=O)(=O)NCc2nc(-c3cccc(C)c3)no2)cc1
  -1% | 4% | .
- CC1=NN(c2ccc(Cl)cc2)C(=O)/C1=C\c1cccn1-c1ccc(S(N)(=O)=O)cc1
  -23% | 8% | -9%
- O=C(Nc1cccn(Cc2ccccc2)c1=O)NC1CCCCC1
  7% | 2% | 12%
- OC(COc1ccc(Cl)cc1)CN1CCC(Cc2ccccc2)CC1 (stereo unspecified)
  9% | 3% | -11%
- CCOC(=O)N1CCC(Nc2c([N+](=O)[O-])cc(C(=O)O)cc2[N+](=O)[O-])CC1
  0% | . | -3%
- Cc1ccc(Cn2nnc(C(=O)Nc3ccc(F)c(F)c3)c2N)cc1
  12% | -2% | .
- COc1ccc(CNC(=O)[C@@H](NC(=O)C2CCN(C(=O)[C@@H](N)CCSC)CC2)C(C)C)cc1
  -1% | . | -2%
- O=C(COC(=O)COc1ccc(Cl)cc1)Nc1ncc(Br)s1
  -3% | -5% | 2%
- CCN(CC)CCCNC(=O)c1ccc2nc(N3CCCCC3)sc2c1
  11% | 3% | .
- COc1ccc(N(C)C(=O)CCn2cnc3onc(-c4ccc(F)cc4)c3c2=O)c(OC)c1
  -20% | -2% | .
- CCOc1ccccc1NC(=O)CN1CCC(NC(=O)c2ccccc2)CC1
  0% | 3% | 5%
- CC1CCC(NC(=O)c2cccc(S(=O)(=O)NCc3ccccc3)c2)CC1 (stereo unspecified)
  -13% | . | 19%
- C=CCOc1cccc(C2NC(=O)c3ccccc3O2)c1 (stereo unspecified)
  -1% | . | 6%
- Clc1cccc(-n2cc(-c3ccccc3)c3c(NC4CCCC4)ncnc32)c1
  -8% | 8% | .
- COc1ccc(C(C(=O)NC2CCCCC2)N(C(=O)Cc2c[nH]c3ccccc23)c2ccc(NC(C)=O)cc2)cc1OC (stereo unspecified)
  -13% | 5% | -27%
- Cc1ccc(-n2c3nc(=O)[nH]c(=O)c-3cc3cc([N+](=O)[O-])ccc32)cc1C
  ? | -1% | 11%
- Cc1ccc(NC(=O)C(C)N=C2NS(=O)(=O)c3ccccc32)cc1 (stereo unspecified)
  6% | -2% | ?
- COc1cc(/C=C/C(=O)O)ccc1OCc1ccc([N+](=O)[O-])cc1
  -15% | -1% | -5%
- CC[n+]1c(C)sc2cc(C)ccc21
  6% | -2% | 0%
- COc1ccccc1NC(=O)c1ccccc1NC(=O)c1cc(Cl)ccc1NC(=O)c1ccco1
  -6% | -3% | 2%
- Cc1cccc(CNC(=O)CCCN2C(=O)CCn3nc(-c4cn(C)c5ccccc45)cc32)c1
  -3% | 5% | .
- O=C(N/N=C\c1cccc(F)c1)c1ccc(-c2ccccc2)cc1
  1% | -2% | -11%
- CN(C)c1ccc(C(=O)Nc2nc3c(s2)CCCC3)cc1
  22% | 11% | ?
- COc1cc2c(cc1OC)n(CC(=O)c1cccc(Cl)c1)c(=O)n1nc(CCn3nc(C)cc3C)nc21
  -4% | -1% | .
- O=C(CCn1c(=S)oc2ccccc21)NC1CCCCCCC1
  12% | 1% | 9%
- COc1cc(NC(=O)CC(C)S(=O)(=O)c2ccc3c(c2)NC(=O)CO3)cc(OC)c1OC (stereo unspecified)
  -15% | 0% | -11%
- Cc1ccc2cc(CCl)c(Cl)nc2c1
  -2% | 2% | 2%
- Cc1ccc(NC(=O)c2ccc(S(=O)(=O)N3CCCCC3)cc2)nc1
  0% | 0% | .

Shown with tabs: entries from further up.
Structure	FEN1 inh	TDP1 inh	N370S GC
COc1cc2c(cc1OC)n(CC(=O)c1cccc(Cl)c1)c(=O)n1nc(CCn3nc(C)cc3C)nc21	-4%	-1%	.
O=C(CCn1c(=S)oc2ccccc21)NC1CCCCCCC1	12%	1%	9%
COc1cc(NC(=O)CC(C)S(=O)(=O)c2ccc3c(c2)NC(=O)CO3)cc(OC)c1OC (stereo unspecified)	-15%	0%	-11%
Cc1ccc2cc(CCl)c(Cl)nc2c1	-2%	2%	2%

Later entries
Order of results: FEN1 inh | TDP1 inh | N370S GC
- COc1ccc(N2CC(C(=O)Nc3nnc(Cc4ccccc4)s3)CC2=O)cc1 (stereo unspecified)
  -3% | 3%[0.0935 µM] | -5%
- Nc1ccn(Cc2ccccc2)n1
  -14% | -1% | -7%
- Cc1cccc(NC(=O)c2cc3c([nH]c2=O)CC(c2ccccc2)CC3=O)c1 (stereo unspecified)
  17% | 4% | .
- CCN(CC)S(=O)(=O)c1ccc(O)c(C(=O)OCC(=O)Nc2cc(C)c(C)cc2[N+](=O)[O-])c1
  -3% | 11% | 20%
- Cc1ccc(S(=O)(=O)c2nc(-c3cccc(C)c3)oc2N2CCCCC2)cc1
  -23% | -8%[12.3 µM] | .
- C=C1[C@@H](OC(C)=O)CC[C@]2(C)[C@@H]1C[C@@H]1C[C@H](OC(C)=O)C(C)=C([C@@H](OC(C)=O)[C@@H]2OC(C)=O)C1(C)C
  3% | 1% | 15%
- CCc1cccc(C)c1NC(=O)CSc1nnc(-c2cc3cc(Br)ccc3o2)n1CC
  -7% | 5% | 7%
- CC(C)(C)OC(=O)N/N=C/c1cccn1-c1ccc([N+](=O)[O-])cc1
  -7% | 4% | 5%
